Pol beta inh – blocks human DNA polymerase beta activity | Potency, µM (series often up to 114 µM), inactives show at the highest dose activity change, negative = inhibition, hits mostly inhibitors | P06746 | actives 1.3% (n = 340,000) | AID 485314 | Pol beta primer extension/strand displacement, fluorescence kinetic; note: % is set by controls: 0 for no effect and ±100 for the full control effect
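Human Pol beta at 10 nM; strand-displacement substrate 50 nM final. Compound exposure 15 min at room temperature before start, reaction 10 min at room temperature.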
Pol kappa inh – inhibitors of human DNA polymerase kappa; Q9UBT6; purified Pol kappa, fluorescent DNA synthesis assay, 10 min; Potency, µM (top dose mostly 107 µM), for inactives: top-dose activity, negative = inhibition, actives largely listed as inhibitors; actives 0.53% (n = 400,000); AID 588579; note: % is set by controls: 0 for no effect and ±100 for the full control effect
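Enzyme at 10 nM met test compounds for 15 min at room temperature. Substrate addition (50 nM final) began the reaction, which was monitored by fluorescence at 0 and 10 min.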
BLM inh – inhibitors of human Bloom syndrome helicase BLM. P54132. recombinant BLM DNA unwinding, fluorescence dequenching. Potency, µM (highest dose often 56.1 µM), for the others: top-dose activity change, negative = inhibition, actives largely listed as inhibitors. actives 0.2% (n = 350,000);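 note: plate controls were vehicle for no effect and no enzyme for full effect; nearly all actives have a fitted effect of over 35% in size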
Apoferritin bind – candidate novel general anesthetic via apoferritin binding; apoferritin/1-aminoanthracene competitive binding, fluorescence; Potency, µM (doses to about 77.5 µM), without a hit: top-dose activity change, negative = displacement, most hits filed as inhibitors; actives 0.074% (n = 350,000); AID 485281; note: % is set by controls: 0 for no effect and ±100 for the full control effect; nearly all actives have a fitted effect of over 20% in size
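Concentration-response curves derived by four-parameter Hill fitting of normalized fluorescence, where compounds displaced 1-AMA from 10 uM horse apoferritin following a brief 10 min room-temperature incubation; propofol titration acted as positive control.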
APE1 inh – inhibitors of human APE1 endonuclease; P27695; recombinant APE1, TAMRA/BHQ-2 abasic DNA cleavage fluorescence; Potency, µM (highest dose often 65.8 µM), without a hit: at the highest dose activity change, negative = inhibition, hits mostly inhibitors; actives 0.35% (n = 350,000);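 note: plate controls were vehicle for no effect and reference inhibitor for full effect; nearly all actives have a fitted effect of over 55% in size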
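Endonuclease cleavage of a quenched abasic-site DNA duplex (50 nM) by APE1 (0.75 nM) was tracked by TAMRA dequenching. Compounds were preincubated with enzyme 15 min at room temperature; data normalized to buffer-only and DMSO wells plus NSC13755 control.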
Pol iota inh – DNA polymerase iota (human) inhibition; actives 1% (n = 390,000); Potency, µM (top dose mostly 115 µM), inactives show at the highest dose activity, negative = inhibition, hits mostly inhibitors; Pol iota fluorescent replication assay, 10 min; AID 588590
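Pol iota at 10 nM preincubated 15 min with compounds at room temperature; reaction started with fluorescent substrate, 50 nM final. Fluorescence read kinetically at 0 and 10 min; buffer-only wells as negative control.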
BAZ2B inh – BAZ2B (human) inhibition; Q9UIF8; AlphaScreen BAZ2B-H3K14Ac peptide displacement; Potency, µM (top dose mostly 114 µM), for inactives: at the top dose activity change, negative = inhibition, hits mostly inhibitors; actives 4.4% (n = 360,000); note: % is set by controls: 0 for no effect and ±100 for the full control effect; nearly all actives have a fitted effect of over 60% in size
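AlphaScreen displacement of biotin-H3(5-23)K14Ac peptide (50 nM final) from BAZ2B (50 nM final) in PBS pH 7.4, 0.01% Tween-20; complex preformed 30 min RT, then compounds (top 110 uM) 30 min RT, beads 20 min dark.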
G9a block – inhibitors of human histone lysine methyltransferase G9a | Q96KQ7 | G9a H3K9 monomethylation, AlphaScreen, 2 h | Potency, µM (top dose mostly 102 µM), inactives show top-dose activity, negative = inhibition, actives largely listed as inhibitors | actives 8.8% (n = 350,000) | AID 504332; note: % is set by controls: 0 for no effect and ±100 for the full control effect; nearly all actives have a fitted effect of over 75% in size
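Readings reflect AlphaScreen signal from monomethyl-H3K9 antibody detection. HMT at 20 nM; substrate b-H3K9 500 nM; cofactor SAM 20 uM; 2 h RT reaction; compounds tested as titrations in qHTS with 15 min preincubation.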
Pol eta inh – DNA polymerase eta (human) inhibition; recombinant Pol eta, fluorescent DNA replication assay; Potency, µM (titrated, usually from 114 µM), for inactives: at the top dose activity change, negative = inhibition, most hits filed as inhibitors; actives 1.2% (n = 390,000); Q9Y253; note: % is set by controls: 0 for no effect and ±100 for the full control effect
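Pol eta at 10 nM preincubated with compounds 15 min at room temperature; reaction started with fluorescent substrate (50 nM final) and read kinetically at 0 and 10 min.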
* = called active by the depositor; [ ] = remark or other dose. Calls come from the whole dose curve; as a rule, active = well fitted curve in the direction sought with a large enough effect; inconclusive = small, poorly fitted or top-dose-only effect, or another doubt; inactive = no such curve, though single readings can be large; an effect the other way counts as inactive or inconclusive. Potency is the fitted concentration of half-maximal effect.

How did O=C(CSc1nnc2ccc(-c3cccnc3)nn12)Nc1ccccc1 do in these assays?
Pol kappa inh: 1.4%; APE1 inh: -10.3%; Pol iota inh: 27.0%; BAZ2B inh: -4.7%; G9a block: 9.9%[59 µM]; Pol eta inh: -10.3%

Results for CC1CCC(NS(=O)(=O)c2ccc(Cl)nc2)CC1 (stereo unspecified) ?
Pol kappa inh: -7.7%; APE1 inh: -5.8%; Pol iota inh: 31.7%[activator]; BAZ2B inh: 14.1%; G9a block: 50.1µM*; Pol eta inh: -8.1%

What do the screens show for `CSc1cc(C)nc(NC(C)=O)n1`?
Pol beta inh: 12.8%; Pol kappa inh: -4.6%; BLM inh: -2.0%; Apoferritin bind: -9.9%; APE1 inh: 3.7%; Pol iota inh: -23.3%; BAZ2B inh: -3.1%; G9a block: -0.5%; Pol eta inh: 4.2%

Results for CCOc1ccc(C(=O)NCC(=O)Nc2ccc3c(c2)OCO3)cc1OCC ?
Pol kappa inh: -5.1%; APE1 inh: -16.3%; Pol iota inh: 37.1%[activator]; BAZ2B inh: -14.9%; G9a block: 50.1µM*; Pol eta inh: 2.1%

How did CCN(CC)S(=O)(=O)c1nnc(NC(=O)COc2ccc(C)cc2)s1 do in these assays?
Pol beta inh: 19.0%; Pol kappa inh: -18.7%; BLM inh: -5.1%; Apoferritin bind: -16.1%; Pol iota inh: -14.6%; BAZ2B inh: inconclusive; G9a block: -9.8%[59 µM]; Pol eta inh: -13.0%

What do the screens show for `CCN(c1ccccc1)S(=O)(=O)c1ccc2c(c1)OCCO2`?
Pol kappa inh: -1.4%; APE1 inh: -9.1%; Pol iota inh: 8.3%; Pol eta inh: -10.1%

Results for CCCN1CCN(CCCNC(=O)CCn2nc(-c3ccccc3)ccc2=O)CC1 ?
Pol beta inh: 5.1%; Pol kappa inh: 1.8%; BLM inh: 2.5%; Apoferritin bind: -5.7%; APE1 inh: 2.2%; Pol iota inh: 19.1%; BAZ2B inh: -5.7%; G9a block: -44.2%[59 µM]; Pol eta inh: -9.4%

How did O=C1CN(C(=O)COC(=O)c2cnc(Cl)c(Cl)c2)c2ccccc2N1 do in these assays?
Pol beta inh: 3.6%; Pol kappa inh: -5.0%; BLM inh: 1.9%; Apoferritin bind: -11.6%; APE1 inh: 1.8%; Pol iota inh: 8.5%; BAZ2B inh: -0.4%; G9a block: 23.3%; Pol eta inh: -25.7%

What do the screens show for `CCOc1ccc(-c2noc(-c3cccnc3)n2)cc1OCC`?
Pol beta inh: 0.7%; Pol kappa inh: -8.8%; BLM inh: -4.6%; Apoferritin bind: -5.9%; APE1 inh: -3.2%; Pol iota inh: 71.8%[activator]; BAZ2B inh: 5.3%; G9a block: 38.7%; Pol eta inh: -16.7%

How did CC1CCC(n2c(=S)[nH]c3ccccc3c2=O)CC1 (stereo unspecified) do in these assays?
Pol beta inh: 20.0%; Pol kappa inh: -4.7%; BLM inh: -2.6%; Apoferritin bind: inconclusive; APE1 inh: -10.2%; Pol iota inh: 6.8%; BAZ2B inh: 12.5%; G9a block: 68.0%[activator]; Pol eta inh: -9.5%

What do the screens show for `COc1ccc(C(=O)N2CCN(Cc3nc(CC4CC4)no3)CC2)cc1`?
Pol beta inh: 2.5%; Pol kappa inh: -7.3%; BLM inh: -3.1%; Apoferritin bind: -2.8%; APE1 inh: 7.2%; Pol iota inh: -23.6%; BAZ2B inh: 5.2%; G9a block: 9.8%; Pol eta inh: -3.2%

What do the screens show for `CCC(=O)NC1(C(F)(F)F)C(=O)NC(C)=C1C#N` (stereo unspecified)?
Pol beta inh: 7.8%; Pol kappa inh: 6.9%; BLM inh: 3.3%; Apoferritin bind: -8.7%; APE1 inh: 2.5%; Pol iota inh: -3.5%; BAZ2B inh: 7.2%; G9a block: -40.4%[59 µM]; Pol eta inh: -9.0%

2 entries drawn at random from the list so far:
What do the screens show for `COc1ccc(C(=O)N2CCN(Cc3nc(CC4CC4)no3)CC2)cc1`?
Pol beta inh: 2.5%; Pol kappa inh: -7.3%; BLM inh: -3.1%; Apoferritin bind: -2.8%; APE1 inh: 7.2%; Pol iota inh: -23.6%; BAZ2B inh: 5.2%; G9a block: 9.8%; Pol eta inh: -3.2%

What do the screens show for `CCN(c1ccccc1)S(=O)(=O)c1ccc2c(c1)OCCO2`?
Pol kappa inh: -1.4%; APE1 inh: -9.1%; Pol iota inh: 8.3%; Pol eta inh: -10.1%

(list continues)
How did Cc1ccc(NC(=O)CS(=O)CC(=O)N(C2CCCC2)C(C)C(=O)NC2CCCCC2)cc1 (stereo unspecified) do in these assays?
Pol beta inh: 4.6%; Pol kappa inh: -5.3%; BLM inh: -1.7%; Apoferritin bind: 2.9%; APE1 inh: -18.2%; Pol iota inh: 11.6%; BAZ2B inh: 28.3%; G9a block: -5.5%[59 µM]; Pol eta inh: 1.1%

Results for CCOC(=O)N1C2=NC(C(=O)OC)=C(C(=O)OC)[C@@H]3N(Cc4ccccc4)c4ccccc4[C@]23C[C@H]1C(=O)OC ?
Pol kappa inh: -7.6%; BLM inh: -4.7%[12.4 µM]; APE1 inh: -1.9%[12.4 µM]; Pol iota inh: 33.9%; Pol eta inh: inconclusive

Results for COc1ccc(C)cc1S(=O)(=O)N(CC(=O)Nc1ccc2c(c1)OCCO2)Cc1ccccc1 ?
Pol beta inh: -2.5%; Pol kappa inh: -15.7%; BLM inh: -8.2%; Apoferritin bind: 9.6%; APE1 inh: 11.6%; Pol iota inh: 17.2%; BAZ2B inh: -8.7%; G9a block: inconclusive; Pol eta inh: -24.6%

What do the screens show for `Cc1ccc(CO/N=C/C2=C(Cl)c3ccccc3CC2)cc1`?
Pol beta inh: 37.4%; Pol kappa inh: -4.4%; BLM inh: 1.8%; Apoferritin bind: -16.4%; APE1 inh: 4.0%; Pol iota inh: 3.3%; BAZ2B inh: 219.7%[activator]; G9a block: 176.5%[activator][59 µM]; Pol eta inh: -6.7%

What do the screens show for `O=C(CN1CCC(NC(=O)C2CC2)CC1)Nc1cccc(F)c1`?
Pol beta inh: -20.0%; Pol kappa inh: 1.1%; BLM inh: -3.9%; Apoferritin bind: 8.1%; APE1 inh: 64.6%; Pol iota inh: 53.9%[activator]; BAZ2B inh: 2.3%; G9a block: 8.0%; Pol eta inh: -19.7%

How did Cc1ccc(C(=O)N2CCCCCC2)cc1S(=O)(=O)Nc1ccccc1 do in these assays?
Pol beta inh: 2.4%; Pol kappa inh: -13.9%; BLM inh: -1.1%; Apoferritin bind: -12.9%; APE1 inh: -1.8%; Pol iota inh: 30.1%[activator]; BAZ2B inh: -2.5%; Pol eta inh: -10.5%

What do the screens show for `Cc1ccc(CNC(=O)C2CCC(CNc3nc(=S)[nH]c4ccccc34)CC2)cc1` (stereo unspecified)?
Pol beta inh: 2.5%; Pol kappa inh: -10.3%; BLM inh: -1.2%; Apoferritin bind: -5.3%; APE1 inh: 14.3%; Pol iota inh: 83.1%[activator]; BAZ2B inh: -6.6%; G9a block: 41.3%[activator]; Pol eta inh: -5.4%

How did CCOC(=O)Cn1c(=NC(=O)C(C)C)sc2c(C)cc(C)cc21 do in these assays?
Pol beta inh: -4.6%; Pol kappa inh: -1.8%; BLM inh: -2.1%; Apoferritin bind: 4.6%; APE1 inh: 7.6%; Pol iota inh: 36.0%[activator]; BAZ2B inh: 9.2%; Pol eta inh: -3.4%

How did Nc1c(Br)c(=O)[nH]c(=O)n1-c1ccc(F)cc1 do in these assays?
Pol beta inh: 30.4%; Pol kappa inh: -3.1%; BLM inh: -6.9%; Apoferritin bind: 11.8%; APE1 inh: 0.2%; Pol iota inh: 18.0%; BAZ2B inh: 7.5%; G9a block: 9.3%; Pol eta inh: -10.8%

Results for CC(C)Cn1nc(NS(=O)(=O)c2cccc3nonc23)c2cc3ccccc3nc21 ?
Pol beta inh: -0.9%; Pol kappa inh: -1.7%; BLM inh: 1.0%; Apoferritin bind: inconclusive; APE1 inh: 37.4%; Pol iota inh: inconclusive; BAZ2B inh: inconclusive; G9a block: -5.4%; Pol eta inh: -18.3%

How did COc1ccc(CNC(=O)COc2cc3c(c4oc(=O)cc(C)c24)CCC(C)(C)O3)cc1 do in these assays?
Pol beta inh: 92.5%; Pol kappa inh: -3.3%; BLM inh: -2.2%; Apoferritin bind: inconclusive; APE1 inh: 3.4%; Pol iota inh: 3.4%; BAZ2B inh: -19.6%; G9a block: 14.2%; Pol eta inh: -15.9%

Results for CC1CCN(S(=O)(=O)N2CCC(C(=O)NCc3cccnc3)CC2)CC1 ?
Pol beta inh: 28.4%; Pol kappa inh: -24.5%; BLM inh: -0.1%; Apoferritin bind: 0.6%; APE1 inh: 15.4%; Pol iota inh: -18.8%; BAZ2B inh: -14.0%; Pol eta inh: 5.1%

Results for Cc1nnc(SCC(=O)NCc2ccccc2Cl)n(N)c1=O ?
Pol beta inh: 17.7%; Pol kappa inh: -2.7%; BLM inh: 4.2%; Apoferritin bind: -7.2%; APE1 inh: 3.6%; Pol iota inh: -21.2%; BAZ2B inh: -0.7%; G9a block: -6.5%; Pol eta inh: -11.4%

How did COc1ccc(NC(=O)CN2CCCN(S(=O)(=O)c3ccc(F)cc3)CC2)cc1 do in these assays?
Pol beta inh: -1.7%; Pol kappa inh: -4.4%; BLM inh: -2.1%; Apoferritin bind: -15.9%; APE1 inh: -4.3%; Pol iota inh: -0.3%; BAZ2B inh: -1.5%; G9a block: inconclusive; Pol eta inh: -10.0%

How did O=C(COc1ccccc1Cl)Nc1ccc(S(=O)(=O)Nc2ccccn2)cc1 do in these assays?
Pol beta inh: 21.6%; Pol kappa inh: -22.9%; BLM inh: -2.3%; Apoferritin bind: -16.2%; APE1 inh: 7.6%; Pol iota inh: 7.6%; BAZ2B inh: -0.8%; G9a block: -11.6%; Pol eta inh: -18.0%

What do the screens show for `CCCOc1ccc(N2C(=O)CC(NCCc3ccc(S(N)(=O)=O)cc3)C2=O)cc1` (stereo unspecified)?
Pol beta inh: -4.0%; Pol kappa inh: -13.2%; BLM inh: -4.3%; Apoferritin bind: -1.3%; APE1 inh: 3.3%; Pol iota inh: 15.0%; BAZ2B inh: 1.7%; G9a block: 35.5µM*; Pol eta inh: -2.1%

How did COc1ccc(C(=O)NCS(=O)(=O)c2ccc(C)cc2)cc1 do in these assays?
Pol beta inh: 18.6%; Pol kappa inh: -9.8%; BLM inh: -1.0%; Apoferritin bind: -12.9%; APE1 inh: 2.6%; Pol iota inh: 13.4%; BAZ2B inh: -9.4%; G9a block: -5.5%[59 µM]; Pol eta inh: -3.1%

Compound activity as filed in PubChem BioAssay.

Only part of the results is shown; count on the stated rates, not on these rows.
